Screening results: PubChem BioAssay, National Center for Advancing Translational Sciences (NCATS)
RGS4 inhibitor – blocks human RGS4-accelerated GTP hydrolysis; 390,000 compounds, 0.039% hits; Transcreener GDP fluorescence polarization, RGS4-accelerated GTP hydrolysis; P49798; AID 504845; Potency, µM (titrated, usually from 114 µM), without a hit: at the top dose activity change, negative = inhibition, hits mostly inhibitors; further: on the % scale 0 is the no-effect control and ±100 the full control effect; nearly all actives have a fitted effect of over 75% in size; some results filed as inactive show a strong effect at the top dose
Target sequence (P49798 whole entry, looked up): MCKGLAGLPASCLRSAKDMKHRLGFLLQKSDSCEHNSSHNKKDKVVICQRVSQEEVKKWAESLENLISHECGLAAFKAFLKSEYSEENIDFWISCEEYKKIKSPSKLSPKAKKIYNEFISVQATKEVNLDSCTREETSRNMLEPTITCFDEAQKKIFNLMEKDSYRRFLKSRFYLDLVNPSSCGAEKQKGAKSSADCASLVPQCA
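MLSMR compounds (23 nl, pin-transferred) preincubated 10 min at room temperature with a 500nM (2x) first reagent, then RGS4 at 900nM (2x) plus Transcreener GDP mix added; fluorescence polarization (620/688 nm) read before and after 90 min at 30 °C.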
RXFP1 agonist – agonists of human relaxin receptor RXFP1; Q9HBX9; HEK293T-RXFP1 cAMP TR-FRET, 30 min; response scale: percent of porcine relaxin response, buffer zero; Potency, µM (titrated, usually from 57.5 µM), inactives show top-dose activation, usual class: activators; 370,000 compounds, 0.3% hits; AID 2676; further: on the % scale 0 is the no-effect control and ±100 the full control effect; nearly all actives have a fitted effect of over 60% in size; many of its hits are not listed in these tables
Target sequence (Q9HBX9 whole entry, looked up): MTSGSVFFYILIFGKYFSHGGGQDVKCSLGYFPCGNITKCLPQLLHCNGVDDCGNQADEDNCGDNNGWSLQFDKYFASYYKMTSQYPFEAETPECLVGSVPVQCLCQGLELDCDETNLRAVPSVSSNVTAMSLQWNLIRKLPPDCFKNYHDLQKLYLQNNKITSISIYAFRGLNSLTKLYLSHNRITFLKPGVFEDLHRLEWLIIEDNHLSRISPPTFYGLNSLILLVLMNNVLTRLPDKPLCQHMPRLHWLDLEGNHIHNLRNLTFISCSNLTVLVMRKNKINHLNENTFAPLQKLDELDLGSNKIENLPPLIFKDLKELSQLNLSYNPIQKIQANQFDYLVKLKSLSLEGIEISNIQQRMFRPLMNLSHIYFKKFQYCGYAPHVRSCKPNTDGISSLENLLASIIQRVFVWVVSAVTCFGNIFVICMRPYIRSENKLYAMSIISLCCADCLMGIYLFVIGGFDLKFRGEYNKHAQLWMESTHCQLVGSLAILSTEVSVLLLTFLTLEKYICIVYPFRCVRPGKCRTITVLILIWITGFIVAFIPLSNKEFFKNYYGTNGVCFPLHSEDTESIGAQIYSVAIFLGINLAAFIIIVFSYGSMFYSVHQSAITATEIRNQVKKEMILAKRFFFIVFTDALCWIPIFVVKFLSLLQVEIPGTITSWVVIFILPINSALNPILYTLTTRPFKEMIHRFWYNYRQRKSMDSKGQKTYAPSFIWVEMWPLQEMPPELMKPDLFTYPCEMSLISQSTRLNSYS
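HEK293 cells stably expressing RXFP1, treated 30 min at 37C with compounds plus PDE4 inhibitor Ro 20174; cAMP measured by HTRF TR-FRET. Normalized to buffer and 29 nM porcine relaxin; EC50 by Hill fit.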
TrxR1 substrate – substrates of rat thioredoxin reductase 1 | O89049 | AID 588456 | purified TrxR1 substrate turnover, NADPH consumption readout | Potency, µM (doses to about 114 µM), for the others: top-dose activity change, negative = substrate turnover | 390,000 compounds, 0.01% hits; further: on the % scale 0 is the no-effect control and ±100 the full control effect; nearly all actives have a fitted effect of over 50% in size
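Rat TrxR1, dispensed at 90 nM, was prereduced with 400 uM NADPH (final) for 5 min at ~22 deg C, then incubated with compound 15 min before 400 uM selenite. A first-read NADPH fluorescence drop versus no-compound background flagged substrates.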
TrxR1 inh – inhibitors of rat thioredoxin reductase 1; recombinant rTrxR1, NADPH fluorescence consumption, selenite substrate; 390,000 compounds, 1% hits; Potency, µM (series often up to 114 µM), without a hit: at the highest dose activity change, negative = inhibition, most hits filed as inhibitors; further: on the % scale 0 is the no-effect control and ±100 the full control effect; nearly all actives have a fitted effect of over 65% in size
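Rat TrxR1 (90 nM in the dispensed reagent) was pre-reduced with 400 uM NADPH for 5 min at room temperature, then incubated with compound for 15 min. After 400 uM selenite was added, NADPH fluorescence (Ex 340/Em 450 nm) was followed for 8 min.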
Vif-A3G inh – inhibitors of Vif-APOBEC3G interaction. Q9HC16. HeLa A3G-eYFP + Vif (tagged APOBEC3G with the HIV-1 protein that degrades it), YFP fluorescence, overnight. Potency, µM (top dose mostly 46.1 µM), for the others: at the top dose activity, negative = active, hits mostly inhibitors. 410,000 compounds, 0.076% hits. AID 602310;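 further: on the % scale 0 is the no-effect control and ±100 the full control effect; nearly all actives have a fitted effect of over 60% in size; hits raise eYFP signal because A3G escapes Vif-driven loss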
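Read-out is eYFP fluorescence (Ex 488/Em 500-530) from Vif-expressing HeLa A3G-eYFP cells; more signal means A3G escaped Vif-mediated degradation. Cells plated overnight, compound pinned in, incubated overnight at 37 deg C.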
USP1-UAF1 inh – USP1/UAF1 (human) deubiquitinase inhibition; 390,000 compounds, 0.23% hits; AID 743255; recombinant USP1/UAF1, Ub-Rhodamine cleavage fluorescence; Potency, µM (titrated, usually from 57.1 µM), inactives show at the top dose activity change, negative = inhibition, actives largely listed as inhibitors; O94782; further: on the % scale 0 is the no-effect control and ±100 the full control effect; nearly all actives have a fitted effect of over 60% in size; inactives centre near -12
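In this screen, compounds sit with the deubiquitinase complex (1nM) for 15 min at room temperature before Ub-Rho is added at 150nM final. Fluorescence rise is then followed for 6 reads every 60 seconds.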
ALOX12 inh – inhibitors of human 12S-lipoxygenase ALOX12 | purified 12hLO, xylenol orange hydroperoxide absorbance | AID 1671190 | Potency, µM (top dose mostly 108 µM), inactives show at the top dose activity change, negative = inhibition, most hits filed as inhibitors | 580,000 compounds, 1.1% hits | P18054; further: on the % scale 0 is the no-effect control and ±100 the full control effect
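Purified human 12hLO (150 nM final) in 25 mM Hepes, 0.01% Triton X-100, pH 7.0 was preincubated 15 min at room temperature with compound. Then 40 uM arachidonic acid was added, 30 min. Hydroperoxide was read by Fe-XO absorbance ratio 573/405 nm.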
Vif-APOBEC3F blk – inhibitors of Vif-A3F interaction; 390,000 compounds, 0.2% hits; AID 602313; HeLa A3F-eYFP + Vif (tagged APOBEC3F with the HIV-1 protein that degrades it), YFP fluorescence increase; Potency, µM (series often up to 46.1 µM), without a hit: at the top dose activity, negative = active; further: % of control where 0% means no effect; nearly all actives have a fitted effect of over 65% in size
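Fluorescence increase (Ex 488/Em 500-530) after overnight compound treatment at 37 deg C flags inhibition of Vif-driven A3F-eYFP loss in stable HeLa A3F-eYFP/Vif cells seeded overnight beforehand.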
mIDH1 inhibitor – blocks human mutant IDH1 R132H enzyme | O75874 | IDH1-R132H enzyme, NADPH consumption, diaphorase/resazurin fluorescence | Potency, µM (doses to about 76.6 µM), for the others: at the top dose activity change, negative = inhibition, hits mostly inhibitors | 390,000 compounds, 0.093% hits; further: on the % scale 0 is the no-effect control and ±100 the full control effect; nearly all actives have a fitted effect of over 65% in size
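IDH1-R132H (0.5 ug/mL dispensed) in pH 7.5 Tris buffer was preincubated 30 min with compound, then given a substrate mix of 0.016 mM NADPH and 2 mM alpha-KG for 80 min at room temperature; remaining NADPH was read by diaphorase/resazurin fluorescence.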
Active calls of the source: *; i = inactive; ? = inconclusive; · = not tested or not shown; [ ] = another dose, or the depositor's remark. The call rests on the fitted dose curve; in most records, active means well fitted curve in the direction sought with a large enough effect; inconclusive means small, poorly fitted or top-dose-only effect, or another doubt; inactive means no such curve, though single readings can be large; an effect the other way counts as inactive or inconclusive. Potency means the concentration at half of the fitted maximal effect.

smiles	RGS4 inhibitor	RXFP1 agonist	TrxR1 substrate	TrxR1 inh	Vif-A3G inh	USP1-UAF1 inh	ALOX12 inh	Vif-APOBEC3F blk	mIDH1 inhibitor
COC(/C(=N/O)c1ccc(Cl)cc1)c1ccccc1 (configuration not stated)	-9%[56.9 µM]	1.3%	3%	19%	?	-27%	-29%	6%	7%
CC(C)Cc1ccc(CN2CCCC(NC(=O)c3cnc4ccccn4c3=O)C2)cc1 (configuration not stated)	30%	·	72%[activator]	25%	1%	-25%	-3%	0%	-4%
CCN(CC)c1ccc(C(=O)NNC(=O)CNC(=O)c2cccs2)cc1	0%	-2.3%	-10%	7%	2%	-11%	5%	10%	-1%
CCc1ccc(C(=O)CN2C(=O)NC(C)(c3ccc(C)cc3)C2=O)cc1 (configuration not stated)	-36%[56.9 µM]	0.4%	-8%	14%	1%	-14%	-6%	1%	6%
CO/N=C(/CN1CCCCC1)c1ccc(Cl)cc1	-6%	3.5%	0%[11.4 µM]	-2%[11.4 µM]	-2%	-21%	0%	-32%	10%
O=C(Cn1c(=O)cnc2ccccc21)Nc1ccccc1N1CCOCC1	3%	5.8%	-13%	-2%	0%	3%	?	-12%	-4%
CC(=O)NCc1ccc(C(=O)CCl)cc1	-14%	0.6%	2%	-3%	-7%	-8%	-6%	-1%	3%
O=C(NCc1ccccc1)c1ccc2c(=O)n(CCCN3CCCC3=O)c(=S)[nH]c2c1	-27%	2.1%	6%	7%	0%	-13%	-7%	8%	2%
CCOC(=O)N1CCN(Cc2nc(N)nc(Nc3ccc(C)cc3C)n2)CC1	1%	2.6%	4%[57.1 µM]	-6%[57.1 µM]	-1%	-22%	?	-7%	2%
COc1ccc(/C(O)=C/Sc2nnc(Cc3ccccc3)o2)cc1	-17%	-3.3%	-10%	-3%	0%	-1%	23%	2%	-1%
Cc1cc(C)cc(NS(=O)(=O)c2ccc3[nH]cc(C(=O)N4CCCCCC4)c(=O)c3c2)c1	-2%	-0.8%	-10%	-14%	-4%	-26%	-26%	3%	-11%
CC(NC(=O)CCNS(=O)(=O)c1ccccc1)c1ccccc1 (configuration not stated)	-23%	0.2%	-4%	6%	1%	2%	i	-6%	2%
CCCc1cc(=O)[nH]c(SCC(=O)N2CCCCCC2)n1	-6%	·	2%	33%	0%	-18%	129%[activator]	1%	-2%
COc1ccc(S(=O)(=O)N2CCCN(CC(=O)Nc3ccc4c(c3)OCO4)CC2)cc1	-25%	2.4%	-8%	79µM*	3%	-15%	0%	1%	3%
COc1cc2c(cc1OC)C1C/C(=N\O)C(CC(C)C)CN1CC2 (configuration not stated)	-4%	0.1%	0%	-1%	-4%	-17%	3%	1%	7%
COc1ccc(C2C(C(C)=O)=C(C)N=c3s/c(=C\c4cc(C)n(C)c4C)c(=O)n32)c(OC)c1 (configuration not stated)	?	1.9%	?	?	7%	18µM*	?	9%	-3%
CCC(C)NC(=O)CSc1c2c(nc3ccccc13)CCCC2 (configuration not stated)	-27%[11.4 µM]	8.7%	-2%	-17%	-14%	-26%	-1%	1%	1%
NCCC1CN(C(=O)OCc2ccccc2)c2ccccc21 (configuration not stated)	-27%	·	-6%	-15%	-4%	-13%	?	0%	3%
c1ccc(N2CCN(Cc3nnnn3C3CCCCC3)CC2)cc1	22%	0.6%	6%	8%	2%	-6%	3%	-10%	-2%
COC(=O)c1sccc1NC(=O)c1ccc(C)cc1	18%[56.9 µM]	9.2%	7%	15%	-10%	-19%	0%	8%	-14%

Not a retest: an excerpt of the list.
smiles	RGS4 inhibitor	RXFP1 agonist	TrxR1 substrate	TrxR1 inh	Vif-A3G inh	USP1-UAF1 inh	ALOX12 inh	Vif-APOBEC3F blk	mIDH1 inhibitor
NCCC1CN(C(=O)OCc2ccccc2)c2ccccc21 (configuration not stated)	-27%	·	-6%	-15%	-4%	-13%	?	0%	3%
c1ccc(N2CCN(Cc3nnnn3C3CCCCC3)CC2)cc1	22%	0.6%	6%	8%	2%	-6%	3%	-10%	-2%

(list continues)
smiles	RGS4 inhibitor	RXFP1 agonist	TrxR1 substrate	TrxR1 inh	Vif-A3G inh	USP1-UAF1 inh	ALOX12 inh	Vif-APOBEC3F blk	mIDH1 inhibitor
COc1ccc(NC(=O)c2cc3nc(-c4ccccc4)cc(C)n3n2)cc1OC	-25%	-2.8%	0%	5%	-9%	-6%	2%	3%	3%
Cn1nnnc1SCc1cccc(CSc2nnnn2C)n1	19%	1.4%	3%	8%	-1%	-4%	?	-3%	14%
C=C(C)C1CC=C(C)/C(=N/NC(=O)c2cccs2)C1 (configuration not stated)	-54%	-0.4%	-5%	-6%	-5%	-13%	-4%	2%	-1%
COc1ccc(C(=O)n2cnc3ccccc32)cc1[N+](=O)[O-]	4%	-0.2%	4%	19%	2%	-11%	-10%	-2%	-3%
CN(C(=O)CSc1nc(-c2ccc(C(C)(C)C)cc2)c(C#N)c(=O)[nH]1)C1CCCCC1	-33%	-5.1%	-3%	-7%	-1%	-26%	?	-1%	?
CN1C(=O)C2(NC(=O)c3ccccc3N2C)c2ccccc21 (configuration not stated)	-15%	-0.4%	0%	-1%	1%	-18%	4%	2%	10%
O=C(Nc1cccc(-c2nc3ccccc3s2)c1)c1cc(=O)c2ccccc2o1	-12%	0.0%	1%	4%	-5%	-13%	-5%	4%	2%
N/C(Cn1cncn1)=N\NC(=O)c1ccc(Cl)cc1Cl	-58%	3.3%	8%[57.1 µM]	25%[57.1 µM]	2%	1%	42%[activator]	8%	-3%
CCOC(=O)c1ccc(NC(=O)CSCCC(=O)O)cc1	11%	-1.2%	5%	11%	7%	-20%	-4%	-3%	16%
COc1ccc(C)cc1N(CC(=O)NC1CCCC1)C(=O)CCC(=O)Nc1cc(C)on1	11%	1.2%	-2%	2%	0%	-3%	-1%	3%	1%
Cc1cc(C)cc(NC(=O)C2CCN(c3nc(C)cc(C)n3)CC2)c1	33%	8.1%	-5%	0%	1%	-15%	-31%	-5%	-2%
CCC(C)NC(=O)c1cc(Cl)c(NC(=O)C2=C(C)OCCS2)cc1OC (configuration not stated)	24%	3.6%	-1%	21%	-7%	-15%	-3%	-9%	-5%
NC(=O)C[n+]1cccc(CNC(=O)c2ccc(OC(F)F)cc2)c1	5%	-4.3%	9%[57.1 µM]	11%[57.1 µM]	0%	-3%	-9%	-3%	1%
COc1ccc(CNS(=O)(=O)c2ccc(OC)cc2)cc1	19%	-0.6%	10%[57.1 µM]	12%	0%	0%	7%	-2%	1%
CC(=O)c1cccc(NC(=O)C(C)OC(=O)CCC2CCCCC2)c1 (configuration not stated)	3%	0.9%	-15%	-2%	-8%	-10%	4%	6%	4%
O=C(N[C@@H](Cc1ccccc1)C(=O)O)c1ccncc1	-10%	0.8%	1%[57.1 µM]	-11%[57.1 µM]	2%	-7%	-30%	0%	-6%
O=C(COc1ccccc1Cl)Nc1ccccc1OCc1cc(=O)n2ccccc2n1	18%	0.3%	3%[57.1 µM]	23%[57.1 µM]	-6%	-23%	-10%	0%	3%
COc1ccc(OCC(=O)NC2CC(C)(C)NC(C)(C)C2)cc1	9%	-0.3%	1%	-2%	3%	-13%	14%	0%	9%
CCN(CC)c1ccc2c(-c3ccc(S(=O)(=O)O)cc3S(=O)(=O)[O-])c3ccc(=[N+](CC)CC)cc-3oc2c1	?	28µM*	10%[57.1 µM]	-2%[57.1 µM]	6%	32µM*	·	-43%	?
NC(N)=Nc1nc2ccc(Br)cc2c(=O)[nH]1	-13%	?	10%	24%[57.1 µM]	9%	-11%	-15%	4%	-5%

(continued)
smiles	RGS4 inhibitor	RXFP1 agonist	TrxR1 substrate	TrxR1 inh	Vif-A3G inh	USP1-UAF1 inh	ALOX12 inh	Vif-APOBEC3F blk	mIDH1 inhibitor
CCS(=O)(=O)N1Cc2ccccc2CC1C(=O)Nc1ncc(C)s1 (configuration not stated)	-29%[56.9 µM]	-2.3%	-4%	15%	-3%	-17%	-13%	-7%	-1%
O=C1C(=O)N(Cc2ccccc2)C(=O)N1CCN1C(=O)c2ccccc2C1=O	-6%	1.8%	3%	16%	3%	-22%	10%	3%	2%
OCc1ccccc1SSc1ccccc1CO	?	·	-2%[57.1 µM]	153%[activator][57.1 µM]	-9%	?	?	4%	18%
CC(OC(=O)c1ccccc1O)C(=O)Nc1ccc(Cl)cn1 (configuration not stated)	?	-1.0%	8%	22%[57.1 µM]	3%	-20%	-10%	2%	3%
O=C(NCCc1ccncc1)C(F)(F)F	-5%	0.1%	9%[0.457 µM]	16%	3%	-1%	-21%	9%	17%
O=C(Nc1ccc2c(c1)N(C1CCCC1)C(=O)c1ccccc1S2)c1cccc(F)c1	14%	2.1%	1%[57.1 µM]	26%[57.1 µM]	0%	-26%	?	0%	12%

This is a subset. The share of hits here may be higher or lower than overall.
